Compound activity: PubChem, several laboratories
Dyrk1A ADPGlo – Dyrk1A (rat) kinase inhibition | ADP-Glo luminescence, NFATc1 peptide | inhibition, % at 12.5 µM | hit rate 0.43% among 310,000 | AID 504441; in the data active = inhibition above about 50%;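 also: plate controls were vehicle with enzyme for no effect and no enzyme for full effect; many of its hits are not listed in these tables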
PolyA inhibitor – blocks polyadenylation in yeast reporter cells; hit rate 0.02% among 300,000; S. cerevisiae SKY197-pL101 polyadenylation reporter, beta-gal luminescence; efflux-impaired pdr1/pdr3 knockout yeast; score 100 = 6 SD above DMSO; calls only at 12 µM; AID 1875;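 active = lowest replicate activity score at least 50, where 100 means six control SD above control mean; inconclusive = lowest score under 50 but half or more replicates reach 50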;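 also: yeast exposed to compound for 9 h at 30 °C; higher score means more reporter readthrough which indicates perturbed polyadenylation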
RGS4 act – potentiators or activators of RGS4; AID 463111; B-score at 10 µM; HEK293 M3R/inducible RGS4, carbachol calcium flux Fluo4; hits give low values; hit rate 0.92% among 310,000;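 active = B-score of the integrated calcium signal more than 4 SD below the library mean, with starting fluorescence not abnormally high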;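 also: negative B-score means reduced calcium response which marks RGS4 activation or potentiation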
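Also added: carbachol at ECmax as muscarinic agonist stimulus; Assay system: HEK293 cells with stable M3R and inducible RGS4; Timing: overnight RGS4 induction, 30 min dye load 37 °C, 20 min compound RT; Measured by: Fluo4-AM (2 µM) calcium-flux fluorescence, kinetic read.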
HDAC3 inhib – human HDAC3 inhibition; O15379; recombinant HDAC3, fluorogenic peptide/trypsin coupled, fluorescence; inhibition, % at 8.3 µM; hit rate 0.15% among 320,000; AID 2718; in the data active = inhibition above about 26%, passing the limit was not always enough; inconclusive = no clear call, values can overlap the other calls
KCNK3 block – human KCNK3 channel inhibition, primary screen | O14649 | CHO-KCNK3 thallium flux, FluxOR fluorescence; hits give low values | B-score at 10 µM | hit rate 0.84% among 340,000 | AID 602410;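 active = B-score under library mean minus 4 SD, starting fluorescence ratio at most library mean plus 5 SD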;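 also: more negative B-score means stronger inhibition of thallium flux through KCNK3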
GSK3 alpha inh – inhibitors of human GSK-3 alpha kinase; ADP-Glo luminescence, 60 min; inhibition, % at 10 µM; hit rate 0.1% among 320,000;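 in the data active = inhibition above about 50%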;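 also: GST-tagged GSK-3 alpha with peptide substrate and 25 µM ATP; 0% = DMSO neutral wells and 100% = GW8510 positive control wells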
Target sequence (P49840 whole entry, looked up): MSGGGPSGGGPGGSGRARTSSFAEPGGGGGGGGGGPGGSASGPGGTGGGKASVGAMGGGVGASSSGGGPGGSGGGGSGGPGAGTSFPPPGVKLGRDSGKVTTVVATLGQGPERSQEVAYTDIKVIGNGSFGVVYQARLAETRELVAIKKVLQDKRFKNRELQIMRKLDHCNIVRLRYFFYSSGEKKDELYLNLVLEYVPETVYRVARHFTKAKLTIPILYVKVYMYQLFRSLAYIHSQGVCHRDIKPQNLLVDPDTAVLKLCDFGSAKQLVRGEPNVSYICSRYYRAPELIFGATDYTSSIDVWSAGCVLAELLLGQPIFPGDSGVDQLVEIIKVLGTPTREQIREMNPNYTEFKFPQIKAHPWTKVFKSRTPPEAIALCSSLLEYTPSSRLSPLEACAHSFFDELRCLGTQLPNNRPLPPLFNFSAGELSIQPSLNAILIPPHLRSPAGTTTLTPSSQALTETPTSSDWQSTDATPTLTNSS
KCNK9 inh – inhibitors of human KCNK9 two-pore domain potassium channel; Q9NPC2; HEK293 KCNK9, FluxOR thallium flux fluorescence; hits give low values; B-score at 10 µM; hit rate 1.2% among 310,000;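 active = ratio B-score over 3 SD below the library mean, with starting fluorescence within 5 SD of its mean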;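 also: negative B-score means less thallium flux so channel inhibition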
KCNQ1 inh – blocks the human KCNQ1 potassium channel. P51787. CHO-K1 KCNQ1, FluxOR thallium flux fluorescence; hits give high values. B-score at 10 µM. hit rate 1.3% among 310,000. AID 2642;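 active = compounds whose thallium flux B-score, printed positive for inhibition, exceeds three library SD while starting fluorescence stays within three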;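 also: channel opened by potassium depolarization with thallium stimulus after 20 min compound exposure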
hERG protect – shields human hERG channel from block by proarrhythmic agents; AID 1511; Q12809; CHO-hERG, FluxOR thallium flux, dofetilide IC70 present; activation (rescue from dofetilide block), less the hit threshold, % at 10 µM; hit rate 0.51% among 310,000;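 active = activation above the mean of controls blocked by dofetilide plus 5 SD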;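 also: thallium influx through hERG after potassium depolarization seen as dye fluorescence rise; in these data hits start at about 4.7%; inactives centre near -7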
KCNQ1 pot – potentiates or activates the human KCNQ1 potassium channel; hit rate 0.35% among 310,000; CHO-K1 KCNQ1, thallium flux FluxOR fluorescence; hits give high values; B-score at 10 µM; P51787;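 active = fluorescence ratio B-score, a plate-corrected score, at least three library SD, with initial intensity B-score within 5 SD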
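assay system = KCNQ1-transfected CHO-K1 cells | medium = assay buffer with matched DMSO | probe or stimulus = depolarizing K+/Tl+ stimulus, K2SO4 and Tl2SO4 each 12.5 mM in 5x stock | dosing = single dose | incubation = dye 90 min, compound 20 min, room temperature | detection = kinetic FluxOR fluorescence, 10 s baseline plus 110 s post-stimulus | evaluation = ratio B score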
GSK3beta inhib – inhibitors of human GSK3beta kinase; P49841; GST-GSK3beta kinase, ADP-Glo luminescence, 60 min; hits give low values; activity score (negative = inhibition), % at 10 µM; hit rate 0.038% among 300,000;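 active = more than half of replicate wells score below -50%, meaning over 50% inhibition versus plate controls; inconclusive = some replicates but at most half score below -50%; inactive = no replicate scores below -50%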;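 also: 0% = median DMSO wells and -100% = median GW8510 positive control wells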
Target sequence (P49841 whole entry, looked up): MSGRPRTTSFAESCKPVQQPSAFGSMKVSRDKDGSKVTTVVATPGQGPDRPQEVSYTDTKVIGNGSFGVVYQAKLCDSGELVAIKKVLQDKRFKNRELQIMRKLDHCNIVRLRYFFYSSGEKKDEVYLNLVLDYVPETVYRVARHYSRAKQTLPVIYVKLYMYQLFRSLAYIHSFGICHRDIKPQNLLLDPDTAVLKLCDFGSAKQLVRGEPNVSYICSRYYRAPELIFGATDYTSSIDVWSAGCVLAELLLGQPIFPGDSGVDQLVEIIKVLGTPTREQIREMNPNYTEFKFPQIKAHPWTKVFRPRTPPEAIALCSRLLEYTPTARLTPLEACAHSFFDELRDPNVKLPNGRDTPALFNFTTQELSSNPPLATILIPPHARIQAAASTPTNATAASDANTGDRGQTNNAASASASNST
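Test system – GST-tagged human GSK3beta kinase, cell-free · Incubation – 60 min enzyme reaction, room temperature · Signal – ADP-Glo luminescence · Also added – peptide substrate and ATP at 25 µM · Controls – DMSO neutral wells and GW8510 at 20 µM as positive · Buffer or medium – Tris/MgCl2 kinase buffer · Measure – Luminescence-derived activity versus plate DMSO and GW8510 wells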
* hit, by the source's call; i = inactive; u = inconclusive; x = no result given. Only part of the results is shown, so the mix of outcomes need not match the whole.

SMILES | Dyrk1A ADPGlo | PolyA inhibitor | RGS4 act | HDAC3 inhib | KCNK3 block | GSK3 alpha inh | KCNK9 inh | KCNQ1 inh | hERG protect | KCNQ1 pot | GSK3beta inhib
COc1ccc(CNCCC(c2ccc(OC)cc2)c2ccccc2OC)cc1 (centres undefined) | -1 | i | i | 5 | i | 0 | i | i | -11 | i | 2
COc1ccc(Nc2ncnc3sc(-c4ccccc4)cc23)c(OC)c1 | 47 | i | i | -23 | -12* | 0 | -9.7* | 7* | -11 | i | -1
CCN1CCN(c2nc3c(c(=O)[nH]c(=O)n3C)n2CCSc2nc3ccccc3s2)CC1 | -1 | i | i | 4 | i | 0 | i | i | -6 | i | -4
COc1ccc(CCNC(=O)C2CCN(C(=O)c3ccc(Cl)cc3)CC2)cc1OC | -6 | i | i | 1 | i | -3 | i | i | -9 | i | -1
CCOC(=O)c1sc2nc(C)nc(NCCc3ccccn3)c2c1C | x | i | i | -23 | i | 0 | i | i | -11 | i | -1
CCOc1ccc(S(=O)(=O)N(CC(=O)N/N=C/c2ccc(-c3ccc([N+](=O)[O-])cc3)o2)c2ccccc2)cc1 | 0 | i | i | -2 | i | -1 | i | i | -2 | i | 1
NC(Cc1c[nH]c2ccccc12)C(=O)Nc1ccccc1 (centres undefined) | 3 | i | i | 9 | i | 0 | i | i | -2 | i | 0
CC(C)NCC(O)COc1ccc2c(c1)CCC2 (centres undefined) | 1 | i | i | 3 | i | -4 | i | i | -7 | i | 5
O=C(c1cc(-c2cccs2)on1)N1CCCCC1 | 6 | i | i | -10 | i | 11 | i | i | -15 | i | 0
COc1ccc(C(C)NC(=O)c2ccccc2Cl)cc1OC (centres undefined) | -6 | i | i | 4 | i | 3 | i | i | 0 | i | 1
CCCCCn1c(CNC(=O)CCC)nc2ccccc21 | -6 | i | i | x | i | 0 | i | i | -4 | i | 2
O=C(CCc1nnc(CCCCc2ccccc2)o1)N1CCN(CCO)CC1 | -2 | i | i | -6 | i | 0 | i | i | -4 | i | 3
O=C(c1cc2c(s1)-c1ccccc1S(=O)(=O)C2)N1CCN(Cc2ccccc2)CC1 | 16 | i | i | 3 | i | 4 | i | i | -6 | i | -7
COc1ccccc1CN1CC(C(=O)N(C)Cc2ccncc2C)CCC1=O (centres undefined) | -5 | i | i | 0 | i | -1 | i | i | -7 | i | 3
O=C(c1cccs1)N1CCc2ccccc2C1 | 2 | i | i | 1 | i | 1 | i | i | -5 | i | 2
O=S(=O)(Nc1ccc(O)cc1)c1cccc2cccnc12 | -8 | i | i | -9 | i | -3 | i | i | -7 | i | 2
Cc1nc(NC(=O)CSc2nnc(C)n2CC2CCCO2)sc1C (centres undefined) | -4 | i | i | u | i | 2 | i | i | -3 | i | -1
CCCCSc1ncnc2[nH]ncc12 | -6 | i | i | 1 | i | 2 | i | i | -6 | i | 0
Cc1ccc(SC(C)c2nc(-c3ccccc3)no2)cc1 (centres undefined) | 0 | i | i | -2 | i | 4 | i | i | -8 | i | 0
O=C(CNc1n[nH]c(=O)[nH]c1=O)N/N=C/C=C/c1ccccc1 | -5 | i | i | 2 | i | -1 | i | i | -6 | i | -2
CCOC(=O)CNS(=O)(=O)c1cc(-c2n[nH]c(=O)c3ccccc23)ccc1C | 4 | i | i | x | i | x | i | i | -4 | i | -8
CCC12CN(C(=O)c3ccc(C)cc3)CC(CC)(CN(C(=O)c3ccc(C)cc3)C1)C2=O | -4 | i | i | 1 | i | -2 | i | i | -6 | i | 2
COc1ccc2c(c1O)C(=O)c1ccccc1C2=O | x | i | i | -4 | x | -1 | i | i | -6 | i | 5
CCCCc1nc(NCc2ccccc2)c(C#N)c2c1CCCC2 | -2 | i | i | 7 | i | -1 | i | i | 1 | i | -6
CCOCc1nnc(NC(=O)c2cc(C(=O)OC)cc([N+](=O)[O-])c2)s1 | -2 | i | i | 4 | i | 2 | i | i | -8 | i | 0
CCCOc1ccc(NC(=O)CC2C(=O)N(Cc3ccccc3)C(=S)N2Cc2cccs2)cc1 (centres undefined) | x | i | i | x | i | x | i | 6* | -15 | i | 0
CCC(CC)c1nnc(NC(=O)C2=COCCO2)s1 | 12 | i | i | 2 | i | -1 | i | i | -12 | i | 0
CC(C)CCN1CCNC(=O)C1CC(=O)NCCCN1CCOCC1 (centres undefined) | 2 | i | i | x | i | x | i | i | -8 | i | -1
Cc1ccc(C(=O)CSc2ccc(-c3ccncc3)nn2)cc1 | 4 | i | i | -13 | i | -3 | i | i | -9 | i | -2
C[C@H](NC(=O)c1ccccc1Cl)C(=O)NCc1cccs1 | 2 | i | i | 4 | i | -2 | i | i | 3 | i | 1
CC(=O)Nc1ccc(C(=O)N/C(=C/c2ccccc2)C(=O)Nc2cccc(C(=O)O)c2)cc1 | -1 | i | i | -3 | i | -1 | i | i | -2 | i | 1
Cc1cccc(NC(=S)Nc2c(C)n(C)n(-c3ccccc3)c2=O)c1C | -2 | i | i | -7 | i | 0 | i | i | -6 | i | 1
O=C(NCc1ccco1)C(=O)c1cn(CC(=O)N2CCCCCC2)c2ccccc12 | 0 | x | i | 2 | i | 1 | i | i | -7 | i | 3
Cc1ccc(-c2nc(C)c(C(=O)O)s2)cc1 | 0 | i | i | 8 | i | -1 | i | i | -1 | i | 0
O=C(/C=C/c1cccc(F)c1)N(c1ccccn1)C1CCCCC1 | -5 | i | i | -1 | i | 3 | i | i | -8 | i | -8
Nc1nnn(Cc2ccccc2)n1 | 2 | i | i | 2 | i | -3 | i | i | -6 | i | 1
CCOc1ccc(NC(=O)N2CCC(NC(=O)c3ccco3)CC2)cc1 | 2 | i | i | -6 | i | -1 | i | i | -18 | i | -4
CCNC(=O)c1sc(=S)n(-c2ccc(C)cc2)c1N | 2 | i | i | 4 | i | -3 | i | i | -14 | i | 3
COc1cccc(NC(=O)C(C#N)Cc2ccncc2)c1 (centres undefined) | 3 | i | i | 2 | i | 2 | i | i | -9 | i | -5
Cc1ccc(C)c(N(C(=O)CNC(=O)c2ccco2)C(C(=O)NC2CCCCC2)c2cccnc2)c1 (centres undefined) | -8 | i | i | 0 | i | 0 | i | i | -1 | i | -5
O=C(c1cc2ccccc2o1)N1CCN(c2cccc(Cl)c2)CC1 | -8 | i | i | 2 | i | 0 | i | i | -6 | i | 0
O=C(c1cccnc1)N1CCN(CCCc2ccccc2)CC1 | -6 | i | i | -1 | i | -1 | i | i | -5 | i | 4
NC(=O)C1(C(N)=O)OC1c1ccc(Cl)cc1Cl (centres undefined) | 4 | i | i | -3 | i | 0 | i | i | -12 | i | -3
C=CCN1C(=O)C(C)(C)N(C(=O)c2cccc([N+](=O)[O-])c2)c2ccccc21 | 6 | i | i | 11 | i | -36 | i | i | 0 | i | 3
COc1ccc(C(=O)N/C(=C/c2ccco2)C(=O)NC2CCS(=O)(=O)C2)cc1 (centres undefined) | -1 | i | i | 9 | i | -3 | i | i | -3 | i | -6

Two of the compounds above, with tabs.
Molecule	Dyrk1A ADPGlo	PolyA inhibitor	RGS4 act	HDAC3 inhib	KCNK3 block	GSK3 alpha inh	KCNK9 inh	KCNQ1 inh	hERG protect	KCNQ1 pot	GSK3beta inhib
Nc1nnn(Cc2ccccc2)n1	2	i	i	2	i	-3	i	i	-6	i	1
CCOc1ccc(NC(=O)N2CCC(NC(=O)c3ccco3)CC2)cc1	2	i	i	-6	i	-1	i	i	-18	i	-4

Additional compounds
SMILES | Dyrk1A ADPGlo | PolyA inhibitor | RGS4 act | HDAC3 inhib | KCNK3 block | GSK3 alpha inh | KCNK9 inh | KCNQ1 inh | hERG protect | KCNQ1 pot | GSK3beta inhib
CC1(c2ccc([N+](=O)[O-])cc2)CC(C)(C)N(C(=O)c2ccccc2)c2ccccc21 (centres undefined) | x | i | i | x | x | x | i | 6* | -17 | i | 2
CC1CCCCN1CCCNC(=O)c1nn(C)c2c1CS(=O)(=O)c1ccccc1-2 (centres undefined) | -3 | i | i | -10 | i | 1 | i | i | -7 | i | -3
CC(C)c1ccccc1NC(=S)NC(C)c1ccccc1 (centres undefined) | -1 | i | i | -4 | i | -4 | i | i | -8 | i | -1
COc1ccccc1Nc1nc(-c2ccccc2O)nc2ccccc12 | -1 | i | i | 5 | i | -1 | i | i | -12 | i | 1
CCC(C)(C)NC(=O)C(c1cccs1)N(CC1CCCO1)C(=O)Cn1nnc2ccccc21 (centres undefined) | 0 | i | i | -13 | i | -1 | i | i | -7 | i | 3
CN1Cc2cc(C(=O)c3ccccc3O)cnc2NC1=O | 8 | i | i | -4 | i | -3 | i | i | -9 | i | -13
CCOC(=O)C1CCCN(C(=O)c2ccccc2SCCOC)C1 (centres undefined) | 1 | i | i | x | i | 1 | i | i | 3 | i | -2
Cc1ccc2cc(CCNC(=O)c3cc4ccccc4o3)c(=O)[nH]c2c1C | 1 | i | i | -2 | i | 0 | i | i | -2 | i | 2
CC(C)(Oc1ccc(Cl)cc1)C(=O)OCC(=O)N1CCN(c2ccccc2)CC1 | x | i | i | 3 | i | -3 | i | i | -4 | i | -1
CCCCn1nnnc1NCc1ccc(C)s1 | -7 | i | i | 1 | i | 3 | i | i | -11 | i | -9
COC(=O)CCNC(=O)Cc1c(C)n(C(=O)c2ccc(Cl)cc2)c2ccc(OC)cc12 | -2 | i | i | 2 | i | 1 | i | i | -7 | i | -3
CCN1C(=O)[C@H]2[C@@H](c3ccc(Cl)cc3)N3C(=O)CN(CCOC)C(=O)[C@@]3(Cc3ccccc3)[C@H]2C1=O | -3 | i | i | 0 | i | 0 | i | i | -3 | i | 1
[N-]=[N+]=NC1CC(CO)OC1n1ccc(=O)[nH]c1=O (centres undefined) | -4 | i | i | 3 | i | -3 | i | i | -4 | i | 4
Cc1ccc(C)c(NC(=O)Cn2c(=O)n(-c3ccc(CC(=O)NCC4CCCO4)cc3)c(=O)c3ccccc32)c1 (centres undefined) | x | i | i | 9 | x | 1 | i | i | -6 | i | 0
Cc1ccccc1C(=O)N1CCN(c2ccc(NC(=S)NC(=O)c3ccco3)cc2)CC1 | 2 | i | i | -7 | i | -1 | i | i | -4 | i | 1
